# Screens (PubChem BioAssay)
# BRCA1 expr up: activators of BRCA1 expression; MCF7-BRCA1-FFLuc reporter, luminescence, 48 h; response scale: scaled: vehicle 0%, 10 µM genistein 100%; Potency, µM (titrated, usually from 46.1 µM), inactives show at the top dose activation, actives largely listed as activators; 1.1% of 380,000 active; AID 624202; active means well fitted activation curve with a large enough effect; further: nearly all actives have a fitted effect of over 80% in size; some results filed as inactive show a strong effect at the top dose
#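 MCF7-BRCA1-FFLuc cells, 2000/well in phenol-red-free MEM, attached 2 h then treated 48 h at 37 C. Luciferase luminescence read 15 min after reagent; normalized to genistein maximum activation (10microM) and DMSO, concentration-response fitted.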
# Starred values were filed as active, the others as inactive; & = joins results of further samples. Potency means the concentration at half of the fitted maximal effect. A portion of the library (hit frequency here may not be typical).
SMILES,BRCA1 expr up
CCOC(=O)[C@]12CCC=C1N(Cc1ccc3c(c1)OCO3)C(=O)[C@H](CC(=O)N1CCCC1)C2,2%
NC(=O)c1c(N)[nH]c(C(=O)c2ccccc2)c1-c1ccncc1,5%
Oc1ccc(CCc2ccccn2)cc1,93%
CCCNC(=O)C1(C)CCCN(C(=O)c2cc(C)n(C(C)(C)C)n2)C1 (configuration not stated),-5%
O=[N+]([O-])c1cccc(CON=Cc2ccccc2O)c1,49%
COCn1ccnc1C(=O)c1ccco1,10%
O=C1c2ccccc2C(c2nnnn2Cc2ccccc2)N1Cc1cccc(F)c1 (configuration not stated),5%&3%
Cc1nn(CC(C)C)c(Cl)c1C(=O)N(C)CC(=O)Nc1ccc(Cl)cc1,-3%
Cc1sc2nnn(CC(=O)N3CCN(C(=O)c4ccco4)CC3)c(=O)c2c1C,1%
c1ccc(N2CCN(c3cccc(-c4cc5ccccc5s4)n3)CC2)nc1,7%
CC(C)C(=O)N1CCC1(C)C(=O)Nc1ccc2cn[nH]c2c1 (configuration not stated),2%
CCc1nn(CCCC(=O)NC2CCCCC2C)c(=O)c2cc3occc3n12 (configuration not stated),9%
CCOc1ccc(CCN2C(=S)N([C@@H](Cc3ccc(O)cc3)CN3CCC[C@@H]3CN3C(=S)NC[C@@H]3Cc3ccccc3)C[C@@H]2Cc2ccc(O)cc2)cc1,-71%
CCCCn1nnnc1C1(C)CCC(=O)N1CCCn1ccnc1 (configuration not stated),0%
CCOC(=O)[C@]12CCC=C1N(Cc1cccc3ccccc13)C(=O)[C@H](CC(=O)NCC1CCCCC1)C2,-28%
CN(C(=O)COC(=O)c1ccccc1OCC(=O)Nc1ccc(Br)cc1)c1ccccc1,-48%
CC(C)N1CCCC(C)(C(=O)Nc2nc3ccccc3n2C)C1 (configuration not stated),-11%
COc1ccc(-c2cc3nc(-c4ccccc4)cc(N4CCN(C(=O)c5ccoc5)CC4)n3n2)cc1,-14%
O=C(NCc1cccnc1)c1cc(C2CCCCN2C(=O)CCc2ccccc2)on1 (configuration not stated),0%
Cc1cc(C)n2nc(C(=O)OCC(=O)NC3CCS(=O)(=O)C3)nc2n1 (configuration not stated),8%
C=CCN(CC=C)c1ccc(/C=C/c2ccnc3ccccc23)cc1,18%
Oc1ccc(Cl)cc1C1C=C(c2ccc3c(c2)OCO3)NC(c2ccc(C(F)(F)F)cc2)N1 (configuration not stated),20%
C(CCN1CCOCC1)CN1CCOCC1,-4%
COc1ccccc1S(=O)(=O)N(C)C[C@@H]1OCc2cn(nn2)CCCC(=O)N([C@@H](C)CO)C[C@H]1C,8%
COc1ccc(S(=O)(=O)N(C)[C@H]2C[C@H]3c4cc(Oc5ccccc5C)ccc4CCN3C(=O)[C@H]2[C@H](C)O)cc1,-58%
COc1ccccc1N=NNc1ccc(S(=O)(=O)NC(C)=O)cc1,-36%
CCOc1cc(OCC)cc(C(=O)N2CCC[C@H]2C(=O)N2CCC[C@H]2C(=O)NCc2ccccn2)c1,3%
CCOC(=O)C1=CCN(S(=O)(=O)c2cccc(Cl)c2)C1c1ccc(C)cc1 (configuration not stated),0%
O=C(Nc1cccc(S(=O)(=O)N2CCCC2)c1)[C@@H]1O[C@H](CO)[C@@H](O)[C@H]1O,27%
Cc1cc2nc(-c3ccc(Cl)cc3)c(CC3CCCCC3)n2c(C)c1Br,-62%
CCCCCCn1cc(CN2CC(N3CCCC3)CS2(=O)=O)nn1 (configuration not stated),9%
CC(=O)Nc1ccc(S(=O)(=O)NCCC(=O)NCc2ccco2)cc1,0%
Cc1ccc2ccccc2c1C(O)c1ncc(-c2ccc(F)cc2)[nH]1 (configuration not stated),-24%
CCc1ccc([C@@H]2CC(=O)[C@@H]3CN(S(=O)(=O)c4ccccc4C)[C@H](c4ccc(Cl)cc4)C[C@@H]3N2S(=O)(=O)c2ccc(C)cc2)cc1,-9%
CN1CCCC(C(=O)Nc2cccc(Cl)c2)CC1 (configuration not stated),26%
CC1(C(=O)Nc2ccc3c(c2)OCCO3)CCN1C(=O)C1(c2ccc(Cl)cc2)CCC1 (configuration not stated),-2%
O=C(O)C1CCCN(C(=O)/C=C/c2ccccc2)CC1 (configuration not stated),-1%
CCOc1cccc(-c2ccc3nncn3c2)c1,14%
O=C(NCCNC(=O)c1ccc(-c2cc(Cl)ccc2Cl)o1)c1cnccn1,-1%
O=C(NC(c1ccc(F)cc1)c1ccc2ccccc2n1)C1CCN(Cc2ccc(Oc3ccccc3)cc2)CC1 (configuration not stated),-55%

# Reformatted bar-delimited: 3 of the compounds above.
smiles | BRCA1 expr up
CCOc1cccc(-c2ccc3nncn3c2)c1 | 14%
O=C(NCCNC(=O)c1ccc(-c2cc(Cl)ccc2Cl)o1)c1cnccn1 | -1%
O=C(NC(c1ccc(F)cc1)c1ccc2ccccc2n1)C1CCN(Cc2ccc(Oc3ccccc3)cc2)CC1 (configuration not stated) | -55%

# Back to the main list with the 6 entries that preceded the break.
SMILES,BRCA1 expr up
CN1CCCC(C(=O)Nc2cccc(Cl)c2)CC1 (configuration not stated),26%
CC1(C(=O)Nc2ccc3c(c2)OCCO3)CCN1C(=O)C1(c2ccc(Cl)cc2)CCC1 (configuration not stated),-2%
O=C(O)C1CCCN(C(=O)/C=C/c2ccccc2)CC1 (configuration not stated),-1%
CCOc1cccc(-c2ccc3nncn3c2)c1,14%
O=C(NCCNC(=O)c1ccc(-c2cc(Cl)ccc2Cl)o1)c1cnccn1,-1%
O=C(NC(c1ccc(F)cc1)c1ccc2ccccc2n1)C1CCN(Cc2ccc(Oc3ccccc3)cc2)CC1 (configuration not stated),-55%
COc1cccc(C(=O)Nc2cc(C)on2)c1,84%
Cc1cn([C@H]2C[C@H](O)[C@@H](CNCc3cnc(N4CCOCC4)nc3)O2)c(=O)[nH]c1=O,4%
Cc1cccc(CN2CCN(C3CN(Cc4cn(Cc5ccc(F)cc5)nn4)S(=O)(=O)C3)CC2)c1 (configuration not stated),-4%
COc1cc(CN2C[C@@H](CO)O[C@@H](n3cnc4c(NCc5ccncc5)ncnc43)C2)cc(OC)c1OC,13%
CC(=O)N(C(C)=O)c1ccc2c(c1)OCCO2,15%
CC[C@H](C)[C@@H](CO)NC(=O)[C@H]1O[C@@H](n2ccc(N)nc2=O)[C@H](O)[C@@H]1O,8%
Cc1ccc(F)c(S(=O)(=O)NC(=O)C2(C)CCN2C(=O)c2ccc(C(F)(F)F)nc2C)c1 (configuration not stated),13%
CCCCN1C(=O)C(CC(=O)NC(c2ccccc2)c2ccccc2)CC(C(=O)N(C)C)=C1C (configuration not stated),3%
Cc1ccc(F)c(S(=O)(=O)NC(=O)C2(C)CCN2C(=O)c2ccc(C3CCCCC3)cc2)c1 (configuration not stated),3%
COc1ccccc1N1CCN(S(=O)(=O)CCNC(=O)CCc2ccccc2)CC1,0%
COCOCCn1cc(CN2CCS(=O)(=O)N(Cc3ccc(-c4ccc(F)cc4)cc3)C(CC(C)C)C2=O)nn1 (configuration not stated),-80%
C[C@H](CO)N1C[C@H](C)[C@@H](CN(C)C(=O)Nc2ccc(F)cc2)Oc2cc(Br)ccc2S1(=O)=O,20%
CSc1ncnc2c1ncn2CCCNCCCN1CCCC1=O,4%
CC1=C(C(=O)N(C)C)CC(CC(=O)NCCN2CCOCC2)C(=O)N1CCC1=CCCCC1 (configuration not stated),6%
CC#CCOCC1CNC(=O)O1 (configuration not stated),-11%
C[C@H](CO)N1C[C@H](C)[C@H](CN(C)S(=O)(=O)c2cccc(F)c2)Oc2cc(Br)ccc2S1(=O)=O,6%
CC(C)(C(=O)N1CCC1(C)C(=O)NS(=O)(=O)c1ccc(Cl)s1)c1ccccc1 (configuration not stated),7%
CC(C)C[C@H]1COc2cc(N3CC[C@H](O)C3)ccc2S(=O)(=O)N1,17%
O=S(=O)(c1ccc2c(c1)OCCO2)N1CCN(CCc2ccccc2)CC1,13%
CN(C)c1ccc(CC(=O)N2CCCC(c3cc(C(=O)Nc4ccccc4)no3)C2)cc1 (configuration not stated),10%
CCCCC(=O)N(C)c1c(C)nc2ccc(C(=O)NCCN(C)C)cn12,3%
Cn1nc(C(C)(C)C)cc1N1C(=O)CCC1(C)C(=O)NCc1ccccc1 (configuration not stated),0%
COCOCCn1cc(CN2CCS(=O)(=O)N(Cc3ccc(-c4ccncc4)cc3)C(CC(C)C)C2=O)nn1 (configuration not stated),-17%
Cc1ccc2nc(-c3ccco3)c(Cc3cccc(Cl)c3)n2c1,47%
O=C(OCc1ccccc1)C1CCN(S(=O)(=O)c2cccs2)CC1,14%
CNC[C@@H]1OCc2cnnn2CCCC(=O)N([C@H](C)CO)C[C@H]1C,-1%
CN(Cc1cnn(-c2ccc(F)cc2)c1)C(=O)[C@H]1O[C@@H](n2ccc(=O)[nH]c2=O)[C@H](O)[C@@H]1O,-2%
COC(=O)c1ccc2nc(C3CCCCC3)c(Cc3ccccc3)n2c1,-9%
CC1CN(C(=O)CSc2nc(N)c(NC(=O)c3ccc(C(F)(F)F)cc3)c(=O)[nH]2)CC(C)O1 (configuration not stated),11%
CCOc1ccc(Cl)cc1-c1cc(C(=O)Nc2ccc(Br)cc2)[nH]n1,-24%
CCCCNC(=O)c1nc(C2CCN(S(=O)(=O)c3cccc(C(F)(F)F)c3)CC2)oc1-c1cccc(C(F)(F)F)c1,2%
CCNC(=O)C1(C)CCN(C(=O)c2ccccc2OC)C1 (configuration not stated),0%
O=C(C=CC(=O)Nc1ccc(F)cc1F)Nc1ccc(F)cc1F,12%
COc1cc(CN2C[C@@H](CO)O[C@@H](n3cnc4c(NCc5ccc(F)cc5)ncnc43)C2)cc(OC)c1OC,-21%
CC(C)C1C(=O)N(Cc2cn(CCC3OCCO3)nn2)CCS(=O)(=O)N1Cc1ccc(-c2ccc(Cl)cc2)cc1 (configuration not stated),-85%
O=C(Nc1ccccc1F)c1ccc2sc([C@@H]3O[C@H](CO)[C@H](O)[C@H](O)[C@H]3O)nc2c1,68%
NC(Cc1ccc(C(F)(F)F)cc1)c1csc(Nc2cc(NCc3ccco3)ncn2)n1 (configuration not stated),-67%
Cc1ccccc1NC(=O)Nc1nc(CN(C)C)cs1,25%
CC(O)(c1cccc(F)c1)c1nc(-c2cccc(C(F)(F)F)c2)cs1 (configuration not stated),-65%
OCc1ccccc1-c1cnc2cccnn12,4%
Cc1ccccc1NC(=O)Cc1nc(COC(=O)/C=C/c2ccc(F)cc2)cs1,-4%
COc1ccc(-c2cc(CNc3nc4cc(-c5ccccc5C)sc4c(=O)n3C)on2)cc1,60%
CCc1nc2c(OCC(=O)c3ccc(F)cc3)cccn2c1N(C)C(=O)c1ccc(OC)cc1,4%
C[C@@H]1CN([C@@H](C)CO)C(=O)CCCn2cc(nn2)CO[C@H]1CN(C)S(=O)(=O)c1ccc(-c2ccccc2)cc1,3%
Cc1nc2ncnn2c(N2CCC(C(=O)NCC3CCCO3)CC2)c1Cc1ccccc1 (configuration not stated),1%
COc1cccc(CNC(=O)COC(=O)c2ccc(-c3ccc(O)cc3)cc2)c1,4%
COCc1cccc(-c2csc(C(C)(O)c3ccc(OC)cc3)n2)c1 (configuration not stated),8%
CCOC(=O)[C@]12CCC=C1N(Cc1cccc3ccccc13)C(=O)[C@H](CC(=O)NCC13CC4CC(CC(C4)C1)C3)C2,-31%
C[C@@H]1COc2cc(N3CCSCC3)ccc2S(=O)(=O)N1,16%
Cc1ccc(S(=O)(=O)N2C[C@H]3C(=O)C[C@@H](c4ccccc4C)N(S(=O)(=O)c4ccc(C)cc4)[C@H]3C[C@H]2c2ccccc2)cc1,-11%
CCCCN(C(=O)c1cc(Cl)nc2ccccc12)c1c(N)n(CCC)c(=O)[nH]c1=O,1%
COc1c(Cl)c(=O)oc2ccc(Cl)cc12,2%
O=C(Nc1nc([C@@H]2O[C@H](CO)[C@@H](O)[C@H](O)[C@H]2O)cs1)NC(c1ccccc1)c1ccccc1,1%
CN(Cc1cn(Cc2cccc(Cl)c2)nn1)C1CN(Cc2cn(Cc3cccc(Cl)c3)nn2)S(=O)(=O)C1 (configuration not stated),-4%
COc1ccccc1CCn1cnc(C)c1CC(C)C,-42%
CCc1ccc([C@@H]2C[C@H]3[C@@H](CN2S(=O)(=O)c2ccc(C)cc2)C(=O)C[C@@H](c2ccc(Cl)cc2)N3S(=O)(=O)c2ccccc2C)cc1,1%
Clc1cccc(Cc2c(-c3cccc(Cl)c3)nc3ccc(Cl)cn23)c1,50%
